Rat MKP-3 inhibitors: MKP-3 phosphatase inhibitors, primary screen, biochemical, rat enzyme, in vitro (AID 425) | recombinant MKP-3 phosphatase activity, fluorescence; higher % means a stronger effect | inhibition, % at 20 µM, or IC50 in µM where a hit was titrated | hit rate 0.17% among 110,000; in the data active = inhibition above about 50%;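 note: plate controls were vehicle for no effect and reference inhibitor for full effect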
Hsp70 inhibitors: small molecules displacing fluorescent ligand from Hsp70 – biochemical, fluorescence polarization, primary screen (AID 583); Hsp70 fluorescence polarization probe displacement, mP; higher % means a stronger effect; displacement, % at 20 µM, or IC50 in µM where a hit was titrated; hit rate 0.06% among 140,000; in the data active = displacement above about 50%;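 note: plate controls were vehicle for no effect and reference ligand for full effect; a part of the inactive calls stands beside numbers as strong as those of hits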
An asterisk follows results filed as active; . = no result given; & = joins results of further samples. An excerpt; count on the stated rates, not on these rows.

| SMILES | Rat MKP-3 inhibitors | Hsp70 inhibitors |
| --- | --- | --- |
| COC(=O)CCc1c(C)nn(-c2ccccc2)c1C | -3% | -0.7% |
| CN(C)CCCN1C(=O)CSC1c1ccc(Cl)cc1 (stereo not given) | 0% | -1.3% |
| CN1CCc2c(sc3c2C(=O)NC(c2ccc(-c4ccccc4[N+](=O)[O-])o2)N3)C1 (stereo not given) | -1% | 7.8% |
| COCCn1c(SCC(=O)Nc2ncc(C)s2)nc2sc3c(c2c1=O)CCC3 | -10% | -3.5% |
| CC(C)(C#CC(O)(c1ccccc1)c1ccccc1)N1CCCC1 | -6% | -1.7% |
| CCOc1ccc(C2/C(=C(/O)c3ccc(F)cc3)C(=O)C(=O)N2CCCN(C)C)cc1 (stereo not given) | 16% | 2.7% |
| CCN1CCN(c2c(Cl)cccc2NC(=O)c2ccco2)CC1 | -11% | 5.0% |
| CCOC(=O)c1csc(NC(=O)c2ccc(S(=O)(=O)N(CC)CC)cc2)n1 | . | -2.7% |
| NC(=O)c1c(NC(=O)c2ccc(Br)o2)sc2c1CCCCC2 | 6% | -0.4% |
| O=c1c2[nH]c3ccc(F)cc3c2ncn1C1CCCCC1 | -13% | -2.8% |
| CC1(C)CC(=O)C2=C(C1)Nc1ccc3ccccc3c1C2c1cccc([N+](=O)[O-])c1 (stereo not given) | 7% | 2.0% |
| CC1(C)c2ssc(=S)c2-c2ccccc2N1C(=O)CSc1nnc(N)s1 | 3% | -4.0% |
| CC(=O)c1cccc(N2C(=O)c3ccc(C(=O)c4ccc5c(c4)C(=O)N(c4cccc(C(C)=O)c4)C5=O)cc3C2=O)c1 | 0% | 1.5% |
| O=C(Nc1ccccc1C(=O)O)c1cccc(NC(=O)c2ccc(Br)o2)c1 | -3% | -2.2% |
| COC(=O)CNC(=O)c1ccc(NC(C)=O)cc1 | 4% | 0.8% |
| Oc1ccccc1C1N=C(c2ccccc2)NC(c2ccccc2)=N1 | . | 1.5% |
| Cc1ccccc1C(=O)NC1CCS(=O)(=O)C1 (stereo not given) | . | 1.2% |
| CC(C)Nc1nc(NC(C)C)nc(N(C)n2cnnc2)n1 | -8% | -3.9% |
| CC(=O)c1ccc(NC(=O)c2ccn[nH]2)cc1 | 6% | 7.0% |
| O=C(Nc1nc(-c2ccc(F)cc2)cs1)c1cccs1 | 2% | 0.2% |
| Nc1nnc(CCCCc2cccs2)o1 | -18% | -0.3% |
| O=S(Cc1ccccc1)CC(O)COc1ccccc1 (stereo not given) | 3% | 4.5% |
| O=C(Nc1ccc(NC(=O)c2cccs2)cn1)c1ccco1 | -2% | 2.0% |
| COc1ccc2nc(NC(=O)CSc3nnc(-c4ccoc4C)n3C)sc2c1 | 0% | 0.9% |
| CCC(C)(C)C1CCc2c(sc(NC(=O)C(C)C)c2C#N)C1 (stereo not given) | 0% | 4.3% |
| CCOC(=O)c1[nH]c2ccccc2c1NC(=O)c1ccco1 | 2% | 2.5% |
| CC(NC(=O)c1ccc2c(c1)OCO2)C1CCCO1 (stereo not given) | 5% | 2.1% |
| O=C(CC(c1ccccc1)c1ccco1)N1CCOCC1 (stereo not given) | -4% | -3.1% |
| O=c1cc(O)c2ccccc2n1Cc1ccccc1 | 4% | 0.6% |
| O=C(Nc1ccc2c(c1)OCO2)c1ccc(C#Cc2ccccc2)cc1 | 5% | 0.2% |
| CCCCC(=O)Nc1c(O)c2ccccc2[nH]c1=O | 7% | -3.0% |
| CC(C)CC(C(=O)NC(=O)NCc1ccccc1)N1C(=O)c2ccccc2C1=O (stereo not given) | . | -3.3% |
| COc1ccc(-n2c(C)nc3cc(C(=O)NCc4ccco4)ccc32)cc1 | . | 5.1% |
| COc1ccc(N2CCN(c3ncnc4nc[nH]c34)CC2)cc1 | 7% | 3.5% |
| CCOc1ccc(NC(=O)CSc2nnc(-c3ccco3)n2C)cc1 | -8% | 5.3% |
| CCN(C1CCCCC1)S(=O)(=O)c1cn(C)c(=O)n(C)c1=O | -7% | -0.8% |
| COc1ccc(CN2CN(c3ccc(Cl)cc3)C(=O)N(n3cnnc3)C2)cc1 | . | 0.7% |
| CCc1cc2c(SCC(=O)C(C#N)=C3N(C)c4ccccc4N3C)ncnc2s1 | -18% | 4.2% |
| COc1cc(NC(=O)c2cnn3c(C(F)(F)F)cc(-c4ccco4)nc23)c(OC)cc1Cl | 6% | -1.1% |
| Nc1nc(NC(=O)c2cccc(S(=O)(=O)N3CCCCCC3)c2)nc(-c2ccccc2)n1 | 3% | -6.9% |
| COc1ccc(NC(=O)CNS(=O)(=O)c2cccs2)cc1 | -8% | -2.5% |
| CCN1C(=O)/C(=C\c2cc(Cl)c(OCc3ccccc3F)c(OC)c2)SC1=S | 0% | -5.3% |
| COc1ccccc1NC(=O)c1c(NC(=O)C(C)(C)C)sc2c1CCC(C)C2 (stereo not given) | 3% | -3.0% |
| O=C1C2=C(SCCS2)C(=O)N1CCCO | -12% | 14% |
| CCc1cc(OCCOCCN2CCC(C)CC2)ccc1Cl | 2% | 2.0% |
| Cc1ccc(C(=O)N2CCN(c3cccc(Cl)c3)CC2)cc1C | -11%&0% | 7.7%&3.8% |
| N#CC1=C(N)NC(SCC(=O)Nc2ccccc2)=C(C#N)C12CCCCC2 | . | 0.4% |
| CS/C(=N\S(=O)(=O)c1ccc(C)cc1)c1ccccc1 | 4% | -0.5% |
| Cc1cccc(-n2ccnc2SCC(=O)Nc2cc(C)on2)c1 | -12% | 3.5% |
| Cc1cc(C)c2c(n1)sc1c(=O)n(Cc3ccccc3Cl)nnc12 | . | -0.9% |
| Cc1csc(SCC(=O)NCc2cccs2)n1 | 8% | -6.2% |
| O=C(OCC(=O)N1CCN(C(=O)COC(=O)c2ccncc2)CC1)c1ccncc1 | 4% | 4.1% |
| COC(=O)c1ccc2c(=O)[nH]c(CN3c4ccccc4CC3C)nc2c1 (stereo not given) | -8% | -5.3% |
| COc1ccc(-n2nc3cc(C)c(NC(=O)COc4ccc(Br)cc4)cc3n2)cc1 | -1% | 1.1% |
| CCN1C(c2ccccc2)C(C)C(=O)C(C)C1c1ccccc1 (stereo not given) | . | 6.6% |
| COC(=O)c1cc(-c2ccccc2)n(CC(=O)O)c1C | 4% | -4.8% |
| O=C(NC(c1ccccc1)c1ccccc1)C1CC1c1ccccc1 (stereo not given) | 0% | 2.2% |
| CC1CCN(c2nc3c(c(=O)n(C)c(=O)n3C)n2CCSc2nc3ccccc3o2)CC1 | . | 0.4% |
| COc1ccc(C2C(C(C)=O)=C(O)C(=O)N2c2nc3ccccc3s2)cc1OC (stereo not given) | 1% | 1.7% |
| O=C(Nc1cccc(Cl)c1)Nc1nnc(COc2ccc(Br)cc2)s1 | -2% | 0.7% |

The listing continues.
| SMILES | Rat MKP-3 inhibitors | Hsp70 inhibitors |
| --- | --- | --- |
| O=C1CSC(=O)N1CNc1ccccn1 | 3% | -3.8% |
| CC12Cc3ccc4ccccc4c3C=C1C[N+](C)(C)C2 (stereo not given) | . | -2.3% |
| CCCCn1c(CCC)nc([N+](=O)[O-])c1Sc1ccc(Cl)cn1 | . | 0.1% |
| CCC(Oc1ccccc1)C(=O)N1CCN(C(=O)C(CC)Oc2ccccc2)CC1 (stereo not given) | 1% | 1.0%&1.2% |
| O=C(NCCCN1CCOCC1)C1(c2ccccc2)CCOCC1 | -5% | 6.9% |
| CCn1c(SCC(=O)c2c(N)n(C)c(=O)n(C)c2=O)nc2sc(C)c(C)c2c1=O | -1% | -4.5% |
| CCCC(=O)Nc1ccc(-c2nc3cc(C)c(C)cc3o2)c(O)c1 | -8%&2% | 2.6%&-4.7% |
| Nn1c(SCC(=O)N2CCOCC2)nnc1-c1ccco1 | . | 1.4% |
| CCOc1ccccc1CNS(=O)(=O)c1ccc2c(c1)oc(=O)n2C | -9% | -0.4% |
| CCc1nnc(NC(=O)c2cccc(NC(=O)C(C)C)c2)s1 | . | -5.2% |
| O=C1NC(c2ccccn2)Nc2sc3c(c21)CCC3 (stereo not given) | 4% | 3.6% |
| COC(=O)c1c(NC(=O)c2ccco2)sc(C(=O)Nc2ccc(F)cc2)c1C | -2% | 0.3% |
| CCOc1ccc(NC(=O)c2c(NC(=O)CC)sc3c2CCC(C)C3)cc1 (stereo not given) | 0% | -0.1% |
| O=C(Nc1ccon1)C(Sc1ccccc1)c1ccccc1 (stereo not given) | 0% | -1.7% |
| COc1ccc(OCCCON2C(=O)c3ccccc3C2=O)cc1 | 0% | -0.5% |
| Cc1ccc(-c2cc(-c3ccccc3O)nc(NN)n2)cc1 | 0% | -5.7% |
| O=C(COc1nc2ccccc2s1)n1c2ccccc2c2ccccc21 | 2% | -2.0% |
| COc1ccc(-n2cnc(N)c2C(=O)c2cccc([N+](=O)[O-])c2)cc1 | 1% | -5.3% |
| CC(=O)Nc1ccc(C2=N/C(=C/c3ccc(Br)cc3)C(=O)O2)cc1 | 4% | 3.0% |
| O=C(Nc1ccc(Cl)cc1)c1cc2ccccc2cc1O | -1% | 1.2% |
| Cc1nc2ccccc2c(=O)[nH]1 | . | 1.9% |
| NC(=O)c1nsc(C(=O)N(CC(=O)NCc2ccc3c(c2)OCO3)C2CCCCC2)c1N | -22% | 2.9% |
| CCOC(=O)C(NC(C)=O)(Nc1ccc(S(=O)(=O)Nc2cc(C)nc(C)n2)cc1)C(F)(F)F (stereo not given) | 1% | -4.0% |
| Cc1cc(C)n2c3c(c(C#N)c2n1)CC(C)(C)OC3 | -4% | -1.4% |
| O=C(CN1CCN(c2ccccc2)CC1)Nc1nccs1 | -16% | 2.4% |
| O=C(N/N=C/c1cccc([N+](=O)[O-])c1)c1cc(C2CC2)[nH]n1 | 4% | -4.6% |
| Nc1ncnc2c1ncn2C1CCC(CO)C(O)C1 (stereo not given) | 3% | 11% |
| CC(=O)Nc1ccc(S(=O)(=O)Nc2ccc(S(=O)(=O)N3CCCCC3)cc2)cc1 | 2% | -5.4% |
| O=C(/C=C/c1cc(Br)cs1)Nc1cccc2ncccc12 | 1% | 1.0% |
| COc1ccc(NS(=O)(=O)c2ccc(OC)c(OC)c2)cc1OC | -8%&4% | -2.5%&-5.1% |

Part of the list above, with values under each structure.
The line under a structure holds: Rat MKP-3 inhibitors | Hsp70 inhibitors
CCc1nnc(NC(=O)c2cccc(NC(=O)C(C)C)c2)s1
  . | -5.2%
O=C1NC(c2ccccn2)Nc2sc3c(c21)CCC3 (stereo not given)
  4% | 3.6%
COC(=O)c1c(NC(=O)c2ccco2)sc(C(=O)Nc2ccc(F)cc2)c1C
  -2% | 0.3%
CCOc1ccc(NC(=O)c2c(NC(=O)CC)sc3c2CCC(C)C3)cc1 (stereo not given)
  0% | -0.1%

4 entries from above, as labelled records:
> Nc1ncnc2c1ncn2C1CCC(CO)C(O)C1 (stereo not given)
- Rat MKP-3 inhibitors: 3%
- Hsp70 inhibitors: 11%

> CC(=O)Nc1ccc(S(=O)(=O)Nc2ccc(S(=O)(=O)N3CCCCC3)cc2)cc1
- Rat MKP-3 inhibitors: 2%
- Hsp70 inhibitors: -5.4%

> O=C(/C=C/c1cc(Br)cs1)Nc1cccc2ncccc12
- Rat MKP-3 inhibitors: 1%
- Hsp70 inhibitors: 1.0%

> COc1ccc(NS(=O)(=O)c2ccc(OC)c(OC)c2)cc1OC
- Rat MKP-3 inhibitors: -8%&4%
- Hsp70 inhibitors: -2.5%&-5.1%

Continued:
| SMILES | Rat MKP-3 inhibitors | Hsp70 inhibitors |
| --- | --- | --- |
| O=C(CSc1nc(-c2ccco2)cc(C(F)(F)F)n1)Nc1ccc2c(c1)OCO2 | . | -2.1% |
| COc1cccc(C(=O)Oc2ccc3c(C)cc(=O)oc3c2)c1 | 3% | 0.9% |
| Oc1ccc(CNc2ccc(F)cc2)c2cccnc12 | -7% | -1.8% |
| Clc1ccccc1Nc1ncnc2c1nnn2Cc1ccccc1 | -10% | 3.1% |
| O=C(Nc1ccc(F)cc1)N1CCN2C(=O)c3ccccc3C12c1ccccc1 (stereo not given) | . | 10% |
| COc1cccc(-c2cc(C(=O)NCc3ccco3)no2)c1 | 4% | . |
| CCOc1ccc(CC(=O)Nc2c(C(N)=O)oc3ccccc23)cc1OCC | 4% | 8.6% |
| O=C(Nc1cccc(C(F)(F)F)c1)c1cccnc1N1CCCC1 | 1% | -6.5% |
| COc1cc(C(=O)N2CCC(n3c(C)nc4cc(F)ccc43)CC2)cc(OC)c1OC | . | 10% |
| CCOCCn1cnc2sc(C(=O)Nc3nc(C)c(C(=O)OCC)s3)c(C)c2c1=O | 4% | -1.0% |
| COc1ccc2[nH]c(=O)c(CN(Cc3cccs3)S(=O)(=O)c3c(C)ccc4nsnc34)cc2c1 | . | 0.5% |
| COc1ccc(-n2c(COc3ccccc3)nnc2SCc2ccc(C#N)cc2)cc1 | 1% | -3.8% |
| O=S(=O)(c1cccs1)N1CN(CC2CCCO2)c2nc3ccccc3nc21 (stereo not given) | -6% | 3.5% |
| Nc1[nH]c(=S)[nH]c(=O)c1-c1ccccc1 | -4% | -1.7% |
| COc1cccc(-c2nnc(NC(=O)c3ccc(S(=O)(=O)N4CCOCC4)cc3)o2)c1 | 4% | -0.1% |
| Cc1ccc(C=Nc2ccc(N(C)C)cc2)o1 | 7% | -1.7% |
| Cc1ccccc1N1C(=O)N(c2cccc(C(F)(F)F)c2)C2CS(=O)(=O)CC21 (stereo not given) | -9% | 1.4% |
| CCOc1ccc(N(CC(=O)NC(C)(C)C)S(=O)(=O)c2c(C)noc2C)cc1 | -8% | 1.7% |
| O=C(CCSc1ccccc1)NCCN1CCOCC1 | -7% | 1.1% |
| CN(C)S(=O)(=O)c1cccc(C(=O)N(Cc2ccc(F)cc2)Cc2ccco2)c1 | -3% | 14% |
| CC1CC(C)(C)NCc2ccccc21 (stereo not given) | 2% | -0.4% |
| Nc1c(C(=O)NCC2CCCO2)c2nc3ccccc3nc2n1/N=C/c1ccncc1 (stereo not given) | -3% | -2.1% |
